Screens (PubChem)
Abeta rescue: qHTS for compounds that reverse cellular toxicity of Amyloid beta (A-beta) peptide in yeast: Primary Screen. AID 1347071, 2019. hit rate 0.063% among 410,000. Potency, µM (doses to about 46.1 µM), inactives show top-dose growth rescue, usual class: activators. yeast expressing A-beta42, growth rescue, OD600, 48 h; response scale: 0% DMSO, 100% iron-clioquinol control; further: potency means the concentration at half of the fitted maximal effect; nearly all actives have a fitted effect of over 55% in size
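Yeast growth medium received pinned compounds, then yeast cells expressing toxic A-beta were added; plates incubated at 30 C for 48 hr. Growth read as absorbance at 600 nm, normalized to DMSO and equimolar FeCl3 plus clioquinol controls.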
WRN helicase inh: qHTS for Inhibitors of WRN Helicase | hit rate 0.46% among 360,000 | Potency, µM (series often up to 114 µM), for the others: at the top dose activity change, negative = inhibition, usual class: inhibitors | Bifunctional 3'-5' exonuclease/ATP-dependent helicase WRN (Homo sapiens), Q14191 | WRN helicase unwinding, fluorescent forked duplex, kinetic | AID 651768, 2012; further: potency means the concentration at half of the fitted maximal effect; on the % scale 0 is the no-effect control and ±100 the full control effect; nearly all actives have a fitted effect of over 55% in size
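WRN at 20 nM final preincubated with compound 15 min at room temperature; reaction started with 100 nM fluorophore/quencher forked duplex oligonucleotide and 2 mM ATP final. Unwinding followed kinetically by red fluorescence (ex 525, em 598 nm).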
PLK1 PBD block: qHTS for Inhibitors of PLK1-PDB (polo-like kinase 1 - polo-box domain): Primary Screen; hit rate 2.8% among 360,000; Potency, µM, without a hit: max response, negative = inhibition, hits mostly inhibitors; Plk1 PBD binding of FITC phosphopeptide, fluorescence polarization; further: potency means the concentration at half of the fitted maximal effect; series mostly up to about 57 µM; on the % scale 0 is the no-effect control and ±100 the full control effect; nearly all actives have a fitted effect of over 65% in size
Target sequence (P53350 whole entry, looked up, the tested form may be a part): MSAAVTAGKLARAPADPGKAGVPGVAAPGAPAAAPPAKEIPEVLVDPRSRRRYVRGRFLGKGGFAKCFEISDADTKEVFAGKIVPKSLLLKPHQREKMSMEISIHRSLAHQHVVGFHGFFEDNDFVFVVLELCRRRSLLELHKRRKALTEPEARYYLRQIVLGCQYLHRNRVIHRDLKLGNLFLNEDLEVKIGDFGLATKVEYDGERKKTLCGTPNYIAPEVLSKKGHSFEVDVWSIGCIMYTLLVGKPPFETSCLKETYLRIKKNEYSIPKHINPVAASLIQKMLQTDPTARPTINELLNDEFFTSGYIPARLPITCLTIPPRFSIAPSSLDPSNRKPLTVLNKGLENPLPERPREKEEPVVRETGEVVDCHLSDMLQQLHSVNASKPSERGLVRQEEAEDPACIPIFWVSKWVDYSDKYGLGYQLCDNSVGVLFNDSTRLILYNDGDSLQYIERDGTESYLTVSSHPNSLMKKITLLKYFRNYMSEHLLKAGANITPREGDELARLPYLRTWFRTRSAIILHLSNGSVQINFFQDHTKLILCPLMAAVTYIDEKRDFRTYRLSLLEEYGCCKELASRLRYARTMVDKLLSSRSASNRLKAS
PI5P4Ka inh: qHTS for Inhibitors of phosphatidylinositol 5-phosphate 4-kinase (PI5P4K); PI5P4Kalpha enzyme, ADP-Glo luminescence, 60 min; hits give low values; hit rate 1.2% among 330,000; Phosphatidylinositol 5-phosphate 4-kinase type-2 alpha (Homo sapiens), P48426; max response, %; active means max response of -50% or lower; inconclusive means between -30% and -50%; inactive means -30% or higher; further: value at the top dose of about 77 µM; on the % scale 0 is the no-effect control and ±100 the full control effect
Target sequence (P48426 whole entry, looked up): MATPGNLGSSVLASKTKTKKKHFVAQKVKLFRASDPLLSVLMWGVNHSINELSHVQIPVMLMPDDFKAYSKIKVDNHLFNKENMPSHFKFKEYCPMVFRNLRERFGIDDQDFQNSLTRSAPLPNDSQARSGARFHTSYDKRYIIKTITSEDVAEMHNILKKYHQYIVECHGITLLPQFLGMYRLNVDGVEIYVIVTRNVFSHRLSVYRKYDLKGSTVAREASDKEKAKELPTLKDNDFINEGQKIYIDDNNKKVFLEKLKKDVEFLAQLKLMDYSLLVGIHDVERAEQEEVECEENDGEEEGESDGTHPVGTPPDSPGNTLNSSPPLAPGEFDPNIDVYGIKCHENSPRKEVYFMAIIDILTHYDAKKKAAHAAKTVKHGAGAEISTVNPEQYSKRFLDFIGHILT
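Compounds were pin-transferred onto PI5P4Kalpha and substrate in HEPES pH 7.4 buffer with EGTA, CHAPS and 5% DMSO. ATP (5 microM final) started the reaction, which ran 60 minutes at room temperature before ADP-Glo detection.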
FUS suppressor: qHTS for Suppressors of FUS Proteinopathy: Primary screen using FUS-linked yeast assay. S. cerevisiae FUS-expressing, growth rescue, OD600, 24 h. Potency, µM (doses to about 76.6 µM), inactives show at the top dose growth rescue (activation), most hits filed as activators. hit rate 0.24% among 390,000. AID 1347120, 2019;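 further: potency means the concentration at half of the fitted maximal effect; plate controls were DMSO vehicle for no effect and reference control for full effect; nearly all actives have a fitted effect of over 55% in size; some results filed as inactive show a strong effect at the top dose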
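Yeast expressing FUS under galactose induction, OD 0.005 in 2% galactose medium; compounds in a dilution series, 24 h at 30C. Growth rescue by absorbance at 600 nm; CP55940 positive control, DMSO negative.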
aSyn yeast inh: qHTS of alpha-syn Inhibitors | Yeast expressing alpha-synuclein, growth rescue, BacTiter-Glo, 24 h | Potency, µM (titrated, usually from 46.1 µM), inactives show top-dose growth rescue (activation), hits mostly activators | hit rate 0.14% among 370,000 | AID 652106, 2013; further: potency means the concentration at half of the fitted maximal effect; % of control where 0% means no effect; nearly all actives have a fitted effect of over 65% in size
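Screening used galactose-induced yeast with toxic alpha-synuclein levels, exposed to compound for 24 hr at 30 deg C. Cell growth, read with BacTiter-Glo luminescence, gave the measured signal.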
IL2 activator: qHTS of IL-2 Activators. IL-2 activation reporter assay, cell-based qHTS; stimulated with anti-CD3/CD4/CD28 beads; in transgenic mouse T cells. activation, % (series mostly up to about 46 µM). hit rate 0.065% among 360,000; in the data active means activation above about 50%; inconclusive means mostly about 30% to 49%; further: 0% is about no effect
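Using fluorescent plate cytometry, EGFP and DsRed are detected in transgenic mouse T cells stimulated 18 h at 37 degrees C with antibody-coated beads after 60 min compound pretreatment.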
EPAC1 ag: qHTS for Agonist of cAMP-regulated guanine nucleotide exchange factor 3 (EPAC1): primary screen. hit rate 0.073% among 360,000. Potency, µM (titrated, usually from 154 µM), for the others: at the highest dose activation, hits mostly activators. EPAC1 agonist qHTS, biochemical assay; response scale: 100% = response to 6.5 mM cAMP; further: potency means the concentration at half of the fitted maximal effect; nearly all actives have a fitted effect of over 60% in size
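Nucleotide exchange assay: 100 nM EPAC1 with 250 nM Rap1B loaded with BODIPY-GDP and 50 uM GDP, room temperature. Fluorescence (480/540 nm) read every 5 min for 30 min; signal change normalized to 6.5 mM cAMP as full agonist.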
EPAC1 antagonist: qHTS for Antagonist of cAMP-regulated guanine nucleotide exchange factor 3 (EPAC1): primary screen. hit rate 0.14% among 360,000. Potency, µM (top dose mostly 115 µM), inactives show at the highest dose activity change, negative = inhibition, hits mostly inhibitors. EPAC1 GEF assay, Rap1b-BODIPY-GDP exchange fluorescence;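 further: potency means the concentration at half of the fitted maximal effect; plate controls were vehicle for no effect and positive control for full effect; nearly all actives have a fitted effect of over 50% in size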
* hit, by the source's call; [ ] = another dose, or the depositor's remark. Unless noted, the call rests on the fitted dose curve; in most records, active means well fitted curve in the direction sought with a large enough effect; inconclusive means small, poorly fitted or top-dose-only effect, or another doubt; inactive means no such curve, though single readings can be large; an effect the other way counts as inactive or inconclusive.

CC1(c2nc3ccccc3[nH]2)c2ccccc2C(=O)N1C1CC1 (stereo unspecified) was read as Abeta rescue -8%, WRN helicase inh 4%, PLK1 PBD block -5%, PI5P4Ka inh 4, FUS suppressor -18%, aSyn yeast inh -5%, IL2 activator 1.3, EPAC1 ag 12% and EPAC1 antagonist -10%.
Screening Cc1ccn2c(CNCc3cnn(C)c3)c(C(=O)N3CCCCCC3)nc2c1 returned Abeta rescue 6%, WRN helicase inh -17%, PLK1 PBD block -6%, PI5P4Ka inh -1, FUS suppressor 4%, aSyn yeast inh 8%, IL2 activator -2.0, EPAC1 ag -2% and EPAC1 antagonist 23%.
For Cc1cc(NC(=O)c2c(Cl)cccc2Cl)no1 the results were Abeta rescue -2%, WRN helicase inh 0%, PLK1 PBD block 4%, PI5P4Ka inh 4, FUS suppressor -26%, aSyn yeast inh -2%, IL2 activator 0.3, EPAC1 ag 5% and EPAC1 antagonist -5%.
Screening COc1ccc(/C=N/N2C(=O)CN(C(=O)c3ccccc3)C2c2ccc(OC)cc2)cc1 (stereo unspecified) returned Abeta rescue -7%, WRN helicase inh 5%, PLK1 PBD block 3%, PI5P4Ka inh -6, FUS suppressor 11%, aSyn yeast inh 13%, IL2 activator -0.1, EPAC1 ag 9% and EPAC1 antagonist -5%.
O=C1NC(=O)C2(CCCCCCC2)N1 was read as Abeta rescue -7%, WRN helicase inh 13%, PLK1 PBD block 2%, PI5P4Ka inh -7, FUS suppressor -12%, aSyn yeast inh 8%, IL2 activator 0.3, EPAC1 ag 2% and EPAC1 antagonist 11%.
Cc1cc(C(F)F)n2nc(C(=O)Nc3cccc(S(=O)(=O)N4CCOCC4)c3)nc2n1 was read as Abeta rescue 11%, WRN helicase inh -8%, PLK1 PBD block -4%, PI5P4Ka inh -7, FUS suppressor 17%, aSyn yeast inh -2%, IL2 activator -2.8, EPAC1 ag 0% and EPAC1 antagonist 4%.
`O=C1CCCCC1(CCc1ccncc1)CCc1ccncc1` gave Abeta rescue -4%, WRN helicase inh -10%, PLK1 PBD block 6%, PI5P4Ka inh -4, FUS suppressor -16%, aSyn yeast inh 8%, IL2 activator -0.5, EPAC1 ag -1% and EPAC1 antagonist -6%.
Screening Clc1ccccc1Sc1cnc2ccccc2n1 returned Abeta rescue 2%, WRN helicase inh 4%, PLK1 PBD block -18%, PI5P4Ka inh 1, FUS suppressor 9%, aSyn yeast inh -14%, IL2 activator 0.0, EPAC1 ag -2% and EPAC1 antagonist -18%.
`O=C(c1ccc(F)cc1Cl)N(c1ccccn1)C1CCCCC1` gave Abeta rescue 4%, WRN helicase inh 2%, PLK1 PBD block -4%, PI5P4Ka inh -1, FUS suppressor -2%, aSyn yeast inh 5%, IL2 activator -0.7, EPAC1 ag -4% and EPAC1 antagonist -1%.
Screening CCOc1ccc(C2CC=C(C(C)=O)CN2S(=O)(=O)c2ccc(C)cc2)cc1 (stereo unspecified) returned Abeta rescue -8%, WRN helicase inh -5%, PLK1 PBD block -17%, PI5P4Ka inh 1, FUS suppressor 43%, aSyn yeast inh 20%, IL2 activator -0.8, EPAC1 ag 18% and EPAC1 antagonist -9%.
For CCOC(=O)N1CCN(C(=O)CCn2c(=O)[nH]c3ccsc3c2=O)CC1 the results were Abeta rescue 4%, WRN helicase inh 5%, PLK1 PBD block -2%, PI5P4Ka inh 3, FUS suppressor -1%, aSyn yeast inh 0%, IL2 activator 1.2, EPAC1 ag -3% and EPAC1 antagonist 1%.
For Cc1ccc(C)c(N(C(=O)CNC(=O)c2ccco2)C(C(=O)NCC2CCCO2)c2ccccc2)c1 (stereo unspecified) the results were Abeta rescue 12%, WRN helicase inh -9%, PLK1 PBD block 3%, PI5P4Ka inh -1, FUS suppressor 1%, aSyn yeast inh 2%, IL2 activator -4.2, EPAC1 ag -4% and EPAC1 antagonist -39%.
Screening Cc1cccc(C)c1NC(=O)C(c1ccccc1)N1CCC1=O (stereo unspecified) returned Abeta rescue 10%, WRN helicase inh 8%, PLK1 PBD block 17µM*, PI5P4Ka inh -19, FUS suppressor 2%, aSyn yeast inh 0%, IL2 activator -1.0, EPAC1 ag 1% and EPAC1 antagonist -6%.
For O[C@@H]1COC(Nc2ccc(N=Nc3ccccc3)cc2)C[C@@H]1O (stereo partly specified) the results were Abeta rescue 12%, WRN helicase inh -32%, PLK1 PBD block -5%, PI5P4Ka inh -2, FUS suppressor -1%, aSyn yeast inh -2%, IL2 activator 0.9, EPAC1 ag 5% and EPAC1 antagonist -18%.
`N#C/C(=C(/O)COC(=O)CCC1CCCCC1)c1nc2ccccc2[nH]1` gave Abeta rescue -6%, WRN helicase inh -5%, PLK1 PBD block 3%, PI5P4Ka inh -2, FUS suppressor 33%, aSyn yeast inh -5%, IL2 activator -1.8, EPAC1 ag 1% and EPAC1 antagonist -1%.
For Cn1c(CSCc2ccccc2)n[nH]c1=S the results were Abeta rescue -1%, WRN helicase inh 6%, PLK1 PBD block -14%, PI5P4Ka inh -10, FUS suppressor -8%, aSyn yeast inh -2%, IL2 activator -1.2, EPAC1 ag 1% and EPAC1 antagonist -1%.
Screening Cc1nc(C)c(-c2csc(N)n2)s1 returned Abeta rescue 3%, WRN helicase inh 5%, PLK1 PBD block -17%, PI5P4Ka inh -3, FUS suppressor -6%, aSyn yeast inh 0%, IL2 activator 0.4, EPAC1 ag -1% and EPAC1 antagonist 11%.
Screening O=C(NNC(=O)c1csc(-c2cnccc2C(F)(F)F)n1)c1ccc(C(F)(F)F)cc1 returned Abeta rescue -14%, WRN helicase inh -30%, PLK1 PBD block -3%, PI5P4Ka inh 10, FUS suppressor -7%, aSyn yeast inh 7%, IL2 activator -0.7, EPAC1 ag -3% and EPAC1 antagonist 0%.
`COc1ccc(-n2c(C)nc3c(cnn3-c3ccccc3)c2=O)cc1` gave Abeta rescue -18%, WRN helicase inh 3%, PLK1 PBD block -6%, FUS suppressor 39%, aSyn yeast inh -13%, IL2 activator -1.8, EPAC1 ag -5% and EPAC1 antagonist 5%.
For CCc1nnc(NC(=O)CSc2nnc(-c3ccoc3C)n2-c2ccccc2)s1 the results were Abeta rescue -4%, WRN helicase inh 9%[57.1 µM], PLK1 PBD block -4%, PI5P4Ka inh 5, FUS suppressor 28%, aSyn yeast inh 0%, IL2 activator -0.5, EPAC1 ag 5% and EPAC1 antagonist 0%.

Next part (3 carried over from the part before).
Screening O=C(NNC(=O)c1csc(-c2cnccc2C(F)(F)F)n1)c1ccc(C(F)(F)F)cc1 returned Abeta rescue -14%, WRN helicase inh -30%, PLK1 PBD block -3%, PI5P4Ka inh 10, FUS suppressor -7%, aSyn yeast inh 7%, IL2 activator -0.7, EPAC1 ag -3% and EPAC1 antagonist 0%.
`COc1ccc(-n2c(C)nc3c(cnn3-c3ccccc3)c2=O)cc1` gave Abeta rescue -18%, WRN helicase inh 3%, PLK1 PBD block -6%, FUS suppressor 39%, aSyn yeast inh -13%, IL2 activator -1.8, EPAC1 ag -5% and EPAC1 antagonist 5%.
For CCc1nnc(NC(=O)CSc2nnc(-c3ccoc3C)n2-c2ccccc2)s1 the results were Abeta rescue -4%, WRN helicase inh 9%[57.1 µM], PLK1 PBD block -4%, PI5P4Ka inh 5, FUS suppressor 28%, aSyn yeast inh 0%, IL2 activator -0.5, EPAC1 ag 5% and EPAC1 antagonist 0%.
For Cc1cc(CN(C)C(=O)c2ccc(OC3CCN(S(=O)(=O)N(C)C)CC3)cc2)n[nH]1 the results were Abeta rescue -4%, WRN helicase inh 3%, PLK1 PBD block -5%, PI5P4Ka inh 0, FUS suppressor 7%, aSyn yeast inh -6%, IL2 activator -3.3, EPAC1 ag 1% and EPAC1 antagonist 14%.
For COc1ccc(-c2csc(C(C)(O)c3ccc(F)c(F)c3)n2)cc1 (stereo unspecified) the results were Abeta rescue -1%, WRN helicase inh -10%, PLK1 PBD block 2%, PI5P4Ka inh 22, FUS suppressor inconclusive, aSyn yeast inh 26%, IL2 activator -0.6, EPAC1 ag 10% and EPAC1 antagonist -17%.
COC(=O)c1cc(=O)n2c(-c3ccc(OC)cc3)csc2n1 was read as Abeta rescue 7%, WRN helicase inh 0%, PLK1 PBD block -4%, PI5P4Ka inh 3, FUS suppressor -7%, aSyn yeast inh -1%, IL2 activator 0.6, EPAC1 ag 2% and EPAC1 antagonist inconclusive.
Screening CSc1cccc(NC(=O)c2[nH]c(C)c(C(C)=O)c2C)c1 returned Abeta rescue -25%, WRN helicase inh -1%[57.1 µM], PLK1 PBD block 0%, PI5P4Ka inh -3, FUS suppressor -1%, aSyn yeast inh -35%[inhibitor], IL2 activator -0.6, EPAC1 ag -2% and EPAC1 antagonist 9%.
Cn1nnnc1SCCNC(=O)C1CCC(=O)N(CCc2ccccc2)C1 (stereo unspecified) was read as Abeta rescue -5%, WRN helicase inh 10%, PLK1 PBD block 2%, PI5P4Ka inh -6, FUS suppressor 6%, aSyn yeast inh 7%, IL2 activator -1.1, EPAC1 ag -8% and EPAC1 antagonist -25%.
Screening Cn1c(SCC(=O)NCc2cccs2)nnc1-c1ccc(S(=O)(=O)N2CCCC2)cc1 returned Abeta rescue 5%, WRN helicase inh 0%, PLK1 PBD block -1%, FUS suppressor 23%, aSyn yeast inh 0%, IL2 activator -2.8, EPAC1 ag -8% and EPAC1 antagonist 16%.
